Screening data: PubChem BioAssay, several laboratories
IMP-1 inh = IMP-1 metallo-beta-lactamase inhibitors, primary screen, biochemical, epi-absorbance readout, Pseudomonas aeruginosa enzyme | metallo-beta-lactamase IMP-1 (Pseudomonas aeruginosa) | purified IMP-1, nitrocefin hydrolysis, epi-absorbance fluorescence | inhibition, % at 5.6 µM | 0.45% of 290,000 active;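 active means inhibition above the mean plus 3 SD of all compounds in the same screening run, cut at about 4.5% in these data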;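 further: 0% = IMP-1 with DMSO and 100% = DMSO wells lacking enzyme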
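System: purified recombinant IMP-1 beta-lactamase. Medium: Zinc- and detergent-supplemented HEPES buffer, pH 7.1. Compound: one 5.6 µM dose […]. Schedule: 15 min preincubation plus 25 min reaction at 25 °C. Technique: Epi-absorbance fluorescence, 480 nm excitation, 530 nm emission.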
MEKK2mut PB1 HTS = MEK5 binding signal on mutant MEKK2 PB1, primary screen, biochemical, multiplex bead flow cytometry, Alexa488-MEK5 | 0.35% of 290,000 active | percent response, % at 10 µM | Alexa488-MEK5 binding to MEKK2 mutant; in the data active means percent response above about 24%, passing the limit was not always enough; further: inactives centre near 1; some results filed as inactive read as strong as hits; reference of the scale not given here
DNA FID counter = compounds displacing fluorescent DNA intercalator, primary screen, artefact control for HCV NS3 helicase inhibitor project, biochemical, FID fluorescence | DNA fluorescent intercalator displacement | inhibition, % at 7.9 µM | 0.17% of 290,000 active | AID 1845, 2009; in the data active means inhibition above about 37%;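 further: 0% = vehicle and 100% = reference compound; higher means more ethidium bromide displaced from hairpin DNA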
NALP1 yeast inh = NALP1 inflammasome inhibitors in reconstituted yeast, colorimetric, S. cerevisiae, triplicate retest. S. cerevisiae NALP1/ASC/caspase-1 growth, X-gal OD620, 72 h. inhibition, % at 10 µM. 0.61% of 280,000 active; in the data active means inhibition mostly above about 24%, no sharp cut-off; inactive means mostly below about 32%; further: some compounds called inactive have numbers as strong as hits
NS3 helicase inh = inhibitors of HCV NS3 helicase, primary screen, biochemical, Cy5 molecular beacon fluorescence; Hepatitis C virus NS3 helicase; NS3 helicase DNA unwinding; inhibition, % at 10.9 µM; 0.56% of 290,000 active; AID 1800, 2009;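 active means inhibition above the mean of all tested compounds plus 3 SD, set per campaign, cut at about 35% in these data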;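 further: 0% = DMSO wells and 100% = thioflavine S control wells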
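Assay system – hepatitis C virus NS3 helicase domain fragment enzyme · Buffer or medium – MOPS pH 6.5, MgCl2, DTT, Tween20, BSA · Reagent – Cy5/quencher beacon DNA duplex and ATP to start · Compound – single 10.9 µM dose · Timing – 1 h at 25 °C · Technique – Cy5 beacon fluorescence read at start and 1 h · Measure – % inhibition of unwinding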
UBC9 SUMO inh = inhibitors of in vitro SUMOylation cascade, primary screen, biochemical, HTRF, uHTS. inhibition, % at 35 µM. AID 2006, 2009. 0.36% of 290,000 active. HTRF SUMOylation assay, SAE1/SAE2 + UBC9; in the data active means inhibition above about 50%, passing the limit was not always enough; further: strong numbers were not always called active
Target sequence (P63279 whole entry, looked up): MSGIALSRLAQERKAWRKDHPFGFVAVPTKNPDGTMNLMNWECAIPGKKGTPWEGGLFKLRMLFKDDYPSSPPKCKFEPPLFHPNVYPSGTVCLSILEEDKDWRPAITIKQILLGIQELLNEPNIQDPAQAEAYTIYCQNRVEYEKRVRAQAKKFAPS
M18AAP inhibitor = PfM18AAP inhibitors, malaria aminopeptidase, primary screen, biochemical, QFRET, recombinant enzyme; M18 aspartyl aminopeptidase (Plasmodium falciparum 3D7); H-Glu-NHMec fluorogenic cleavage; inhibition, % at 7.35 µM; 1.2% of 290,000 active; AID 1822, 2009;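 active means inhibition above the campaign mean inhibition over all tested compounds plus 3 SD, cut at about 28% in these data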;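 further: 0% = plate median of test compound wells and 100% = 2 mM ZnCl2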
VIM-2 inh = VIM-2 metallo-beta-lactamase inhibitors, primary screen, biochemical, epi-absorbance readout, Pseudomonas aeruginosa enzyme; purified VIM-2, nitrocefin hydrolysis, epi-absorbance fluorescence; inhibition, % at 5.6 µM; AID 1527, 2009; 0.89% of 290,000 active;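 active means inhibition above the mean of all tested compounds plus 3 SD, cutoff set per screening run, cut at about 7.5% in these data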;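 further: red hydrolysis product quenches plate fluorescence so inhibitors raise well fluorescence; 0% = enzyme with DMSO and 100% = DMSO without enzyme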
MEKK2wt PB1 HTS = modulators of MEK5 binding to wildtype MEKK2, primary screen, biochemical, multiplex bead flow cytometry, Alexa488-MEK5; Alexa488-MEK5 binding to MEKK2 WT; actives lie on both sides; 1.1% of 290,000 active; binding response (% of control), % at 10 µM; Mitogen-activated protein kinase kinase kinase 2 (Homo sapiens), Q9Y2U5; in the data active means binding response below about 67% or above about 130%
* hit, by the source's call; / = not tested or not shown. An unsorted share of the library. About 4.7% of those tested had a hit in this group.

item	SMILES	IMP-1 inh	MEKK2mut PB1 HTS	DNA FID counter	NALP1 yeast inh	NS3 helicase inh	UBC9 SUMO inh	M18AAP inhibitor	VIM-2 inh	MEKK2wt PB1 HTS
1	c1cncc(-c2nc(NCc3ccco3)c3ccccc3n2)c1	-0.3	-3.0	-8.2	21.5	-3.9	-8.7	0.4	-1.6	97.0
2	Cn1c(=O)c2c(SC3CCCC3)nc(CC(C)(C)C)nc2n(C)c1=O	0.3	/	-10.7	/	-2.0	/	-2.2	-3.4	/
3	O=c1oc2cc(O)c(Cl)cc2c2ccccc12	-4.0	0.0	0.1	31.9	-2.3	9.7	4.9	5.5	105.0
4	COc1cc(C)c(CNc2ccc(OC)c(OC)c2)cc1C	0.6	1.0	1.6	6.3	-9.7	38.4	13.8	-0.6	102.0
5	Cn1cc(S(=O)(=O)N2CCC(Cc3ccccc3)CC2)c(=O)n(C)c1=O	-1.6	12.0	-11.6	-10.1	0.1	11.4	1.6	-0.6	107.0
6	N/C(=N\NC(=O)c1ccc(Cl)cc1)c1cnccn1	-1.9	4.0	2.9	/	-4.9	-12.1	12.9	-4.5	100.0
7	CCn1cc(C(=O)NCc2ccc3c(c2)OCO3)c2cc(OC)c(OC)cc2c1=O	-2.2	2.0	-2.1	6.3	-7.2	25.2	-13.0	-0.9	99.0
8	CCNc1cccc2c1C(=O)N(C)C2=O	1.2	0.0	2.7	21.5	0.4	20.2	-7.4	0.8	96.0
9	CCOCCCNC(=O)c1cn(C)c(=O)c2cc(OC)c(OC)cc12	4.7*	4.0	-4.5	34.9	-0.1	0.3	12.3	-1.3	105.0
10	COC(=O)N/C(C)=C1/NC(=O)c2ccccc2C(c2ccccc2)N1 (stereo not drawn)	-2.3	6.0	-8.1	3.5	-2.9	-16.6	3.7	-6.2	106.0
11	NC(=S)N(c1ccccc1)c1ccccc1	-0.8	-11.0	-4.9	2.0	2.4	-4.7	-2.8	-1.3	87.0
12	Cc1nc(C(=O)NNC(=O)c2ccc(Cl)cc2)cs1	-2.7	-2.0	-6.3	/	-0.6	7.0	3.9	-3.6	98.0
13	CCCn1c(SCC(=O)Nc2cccc(S(=O)(=O)NC3=NCCCCC3)c2)nc2ccccc2c1=O	0.1	-9.0	-31.4	-6.9	-4.8	21.2	-1.4	0.8	92.0
14	Cc1cc(NC(=O)Cn2cnc3c2c(=O)n(C)c(=O)n3C)n(-c2ccccc2)n1	-6.5	-1.0	0.6	/	-2.4	6.2	-2.1	-4.2	105.0
15	Cc1cccc(NC(=O)c2cccc(S(=O)(=O)Nc3ccccc3C(=O)O)c2)c1	-2.1	7.0	-20.5	17.3	18.6	4.3	-5.2	-1.6	108.0
16	CCC(=O)Nc1ccc(S(=O)(=O)NCC2CCCO2)cc1 (stereo not drawn)	-1.4	7.0	-1.1	-1.4	-9.1	-3.9	-4.5	-0.7	102.0
17	O=C(CCCO)CCCCCCCCC[C@H]1N[C@H](CO)[C@@H](O)[C@@H]1O	-4.9	5.0	-2.8	20.3	1.0	-2.4	1.7	-1.5	93.0
18	CCOc1ccc(C(=O)Nc2cccc(-n3cnnn3)c2)cc1OCC	-1.0	-14.0	-30.8	30.6	-2.6	3.8	3.0	0.1	93.0
19	Cc1cc2[nH]cnc2c([N+](=O)[O-])c1C	-2.9	6.0	0.7	-2.3	-4.6	14.9	-2.3	-1.2	102.0
20	CC1CC(CCN)(c2ccccc2)C(C)CN1C (stereo not drawn)	-1.9	3.0	-2.4	-9.2	4.3	9.9	-0.7	-1.3	102.0
21	O=C(O)c1cccc(NC(=O)c2ccc(Cl)c(S(=O)(=O)N3CCCCCC3)c2)c1	0.0	-1.0	-35.7	0.5	7.7	11.4	-0.7	-0.9	100.0
22	O=C(NCCCN1CCN(c2ccccc2F)CC1)C1CCC(=O)N1C1CCCCC1 (stereo not drawn)	-1.5	7.0	-0.4	4.9	7.3	19.7	-1.8	-2.7	113.0
23	CCN1CCN(C(=O)C(C)Nc2ccc(OC)cc2OC)CC1 (stereo not drawn)	-3.8	-3.0	5.3	6.8	5.1	10.4	6.4	0.6	90.0
24	O=C(Nc1ccncc1)c1ccc(NS(=O)(=O)c2ccc3[nH]c(=O)[nH]c3c2)cc1	-0.8	19.0	4.4	10.5	-3.0	9.4	-3.0	-1.9	108.0
25	O=C1C2C3C=CC(C2C(=O)N1C1CCCCC1)C1C(=O)N(C2CCCCC2)C(=O)C31 (stereo not drawn)	-3.4	-3.0	-5.9	10.9	2.5	4.3	-0.8	-0.6	95.0
26	COC(=O)c1cc(C(=O)NCC2CCCCC2)cc([N+](=O)[O-])c1	-2.8	-1.0	-8.0	-3.1	5.4	8.3	-2.6	-1.9	97.0
27	CCNc1nc(OC)nc(Oc2ccc(=O)n(-c3ccccc3)n2)n1	-4.4	3.0	-15.5	9.1	20.0	21.5	-7.0	-2.2	103.0
28	COc1ccc(CCNS(=O)(=O)c2cn(C)nc2C)cc1OC	-2.8	6.0	-2.6	15.0	-0.1	13.6	-2.2	-0.9	103.0
29	Cc1ccc(C)c(NC(=S)NNC(=O)c2csc(C(C)C)c2)c1	-5.8	-3.0	-15.8	-1.7	-6.8	-50.7	4.3	-2.6	103.0
30	COc1ccccc1/C=N/NC(=O)c1ccc(Cn2nc([N+](=O)[O-])cc2C)cc1	-4.6	-1.0	-5.1	-8.6	5.6	5.0	3.5	-1.8	101.0
31	Cc1ccc(SCCC(=O)Nc2cccnc2)cc1	-0.5	-12.0	10.7	5.9	-2.5	6.8	18.4	1.1	83.0
32	O=C(/C=C1\SC(=O)NC1=O)Nc1ccc(F)cc1	-2.6	4.0	-1.9	-4.1	16.6	-2.0	35.7*	-1.5	104.0
33	O=C(Nc1nnc(-c2ccncc2)o1)c1ccc(Br)s1	-4.2	-1.0	-16.1	8.1	17.8	3.0	0.4	-2.6	98.0
34	O=C(Cn1c2ccc(F)cc2c2nc3n(c(=O)c21)CCS3)Nc1ccccc1F	-3.4	-13.0	1.9	-6.3	3.9	13.4	-1.4	-3.9	93.0
35	Cc1ccc(-c2nn(Cc3ccccc3)cc2/C=C/C(=O)O)cc1C	-5.5	7.0	-40.2	-7.7	0.5	4.2	5.6	-1.5	106.0
36	Cc1nn(C)c(C)c1/C=N/NC(=O)c1csc2ccccc12	-3.1	2.0	-11.4	33.9	1.9	17.9	-7.1	-1.5	94.0
37	FC(F)(F)c1cc(Cl)c2nnc(C(F)(F)Cl)n2c1	-2.4	-7.0	-0.1	18.2	5.3	2.0	1.6	-2.1	106.0
38	Cc1ccc2[nH]c3c(=O)n(CCN4CCNCC4)cnc3c2c1	-1.4	0.0	10.9	21.4	10.5	32.3	-19.1	5.8	111.0
39	Cc1ccc(Cn2c(N3CCN(CCO)CC3)nc3c2c(=O)n(C)c(=O)n3C)cc1	-1.4	-1.0	-7.6	6.5	0.0	-8.9	0.5	-0.9	102.0
40	COC(=O)C(Cc1c[nH]c2ccccc12)NC(=O)C1CC1 (stereo not drawn)	-1.4	-4.0	-7.7	22.8	10.7	-5.4	9.8	2.5	96.0
41	CC1(C)CC(=O)C2=C(C1)N(Cc1ccco1)C(=O)C2(NC(=O)C1CCCCC1)C(F)(F)F (stereo not drawn)	-1.4	2.0	-18.9	-0.7	5.4	6.1	-4.2	-2.8	102.0
42	Cc1cc(Cl)c(OCCOCCN2CCN(C)CC2)c(Br)c1	0.1	15.0	21.0	20.6	-3.0	-3.7	0.4	-0.2	119.0
43	CCCCCNC(=O)c1cn(CC)c2cc(N3CCN(C)CC3)c(F)cc2c1=O	0.5	1.0	14.6	24.6	-32.4	6.6	-11.7	2.9	98.0
44	Cc1ccc(C(=O)Nc2nc3n(n2)C(c2ccccc2)CC(=O)N3)cc1 (stereo not drawn)	-3.3	-18.0	1.5	/	3.6	4.1	-3.9	-3.0	97.0
45	COc1ccc(Cl)cc1NC(=O)/C=C/C(=O)O	-2.5	-11.0	5.5	22.9	3.2	11.4	2.1	-3.1	95.0
46	O=C(COC(=O)c1ccccc1NC(=O)c1ccco1)NCC1CCCCC1	0.8	-8.0	-6.8	-8.7	1.5	14.5	-1.1	1.4	87.0
47	CN(C)S(=O)(=O)c1ccc(NC(=O)c2ccccn2)cc1	-3.3	10.0	26.4	36.2	-1.7	3.8	-9.5	-2.9	103.0
48	COc1ccc(C/C(C)=N/NC(=S)Nc2ccc(C(C)C)cc2)cc1	-2.2	-1.0	-7.0	7.6	-3.4	8.0	5.4	4.0	99.0
49	COc1cccc(N(CC(=O)Nc2cccnc2)S(C)(=O)=O)c1	-1.3	1.0	-1.6	8.1	3.0	8.2	-4.6	-2.5	111.0
50	CC(C)(C)NC(=O)CSc1nccn1Cc1ccccc1	-1.0	-9.0	-3.4	6.7	-8.9	4.7	7.5	0.8	88.0
51	CC(=O)NNC(=O)CC(=O)Nc1nc(C23CC4CC(CC(C4)C2)C3)cs1	-7.7	-1.0	-22.9	23.7	24.2	-3.0	14.4	-5.9	101.0
52	COc1ccc(CC(=O)NC(C)CCc2ccccc2)cc1OC (stereo not drawn)	-0.7	2.0	-14.0	-3.6	6.5	-5.1	-1.1	0.7	105.0
53	CC(C)c1ccc(N(C(=O)c2csnn2)C(C(=O)NC(C)(C)C)c2cccnc2)cc1 (stereo not drawn)	-1.2	1.0	-13.9	-28.4	6.2	-5.0	0.1	-1.6	115.0
54	O=C(NCc1ccc(Cl)cc1)C1CCCN(c2ncnc3c2nc2n3CCCCC2)C1 (stereo not drawn)	-0.1	-14.0	-34.9	14.3	-7.7	5.3	-4.0	2.9	90.0
55	O=C(O)c1ccc(Nc2nc(-c3cc4ccccc4oc3=O)cs2)cc1O	0.1	-3.0	-5.9	-3.0	-2.4	44.9	8.9	2.3	90.0
56	Cc1cccc2c1-c1sc(C(=O)Nc3cccc([N+](=O)[O-])c3C)cc1CO2	-3.4	2.0	-2.1	18.5	4.7	13.3	-1.9	-0.7	110.0
57	CCOCCCNC(=O)C1CCC(=O)N1CCc1ccccc1 (stereo not drawn)	-1.7	-3.0	-1.6	12.3	-2.0	10.3	-0.5	-1.6	101.0
